LGR2 inh: blocks bursicon-induced cAMP signaling via Drosophila LGR2. inhibition, % at 9.99 µM. HEK293 LGR2, CRE-luciferase, bursicon-stimulated, 4 h. actives 0.35% (n = 380,000). AID 720647;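 active = drop in luminescence signal, shown as inhibition above about 50% in the replicate tests, limit read from the data, passing the limit was not always enough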;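 note: agonist challenge used bursicon conditioned medium at about half maximal strength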
Cneo AK release: Cryptococcus neoformans lysis via adenylate kinase release | C. neoformans lysis, adenylate kinase release luminescence, 4 h; normalised: neutral wells 0, clomiphene wells 100 | lysis activity, % at 15 µM | actives 0.2% (n = 360,000) | AID 651654;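 active = mean lysis activity across replicates of at least 80%, whatever share of replicates individually reach that level; inactive = mean lysis activity below 80%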
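Material: C. neoformans cells; Schedule: 4 h static compound exposure, 37 °C, read 1 h post-reagent; Measured by: adenylate kinase release luminescence; Read-out: signal increase indicating cell lysis; Controls: Clomiphene as positive lysis control.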
miR-122 sensor: inhibitors of miR-122 in Huh7 cells. Huh7 miR-122 Renilla luciferase sensor, 48 h; neutral wells = 0, positive control = 100. activation (reporter increase), % at 12.5 µM. AID 602342. actives 0.3% (n = 340,000);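 active = mean replicate activation score at least 90 and every replicate individually at or above 90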;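 note: higher luciferase means less miR-122 activity so hits act as miR-122 inhibitors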
Casp6 inh: inhibitors of human caspase-6 | purified caspase-6, Z-VEID-R110 cleavage fluorescence | inhibition, % at 12.5 µM | actives 0.53% (n = 350,000) | P55212;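 active = mean inhibition across replicates at least about 35%, with every replicate also reaching that limit, limit read from the data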;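 note: 0% = median of neutral control wells and 100% = no fluorescence left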
Target sequence (P55212 24-179 limits assumed): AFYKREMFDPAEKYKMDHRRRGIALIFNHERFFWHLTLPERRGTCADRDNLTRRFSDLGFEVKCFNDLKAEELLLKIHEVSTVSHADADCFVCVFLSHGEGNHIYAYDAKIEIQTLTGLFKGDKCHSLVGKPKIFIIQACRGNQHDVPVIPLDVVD
Target sequence (P55212 194-293 limits assumed): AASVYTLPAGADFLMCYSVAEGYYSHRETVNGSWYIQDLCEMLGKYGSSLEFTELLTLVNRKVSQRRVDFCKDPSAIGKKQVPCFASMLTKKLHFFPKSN
PAX8 reporter: lowers PAX8-driven luciferase in RMG-I cells. RMG-I TPO-luciferase reporter, SteadyGlo, 24 h. inhibition, % at 12.6 µM. actives 1.2% (n = 360,000). AID 652154;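 active = mean replicate inhibition at least 60% with every replicate also reaching 60%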;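 note: luciferase light reporting Pax8 driven TPO promoter activity; plate controls were median of neutral control wells for no effect and mitoxantrone controls for full effect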
EWS-Fli inh: EWS/Fli transcriptional activity inhibition; actives 0.67% (n = 350,000); A673 NR0B1-luciferase reporter, viability-normalised; inhibition, % at 12.6 µM;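 active = mean inhibition of at least 50% after viability correction, with every replicate also passing that limit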;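 note: firefly luciferase signal divided by Alamar Blue viability fluorescence both relative to DMSO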
FN deposition inh: fibronectin deposition inhibition; actives 0.086% (n = 350,000); AH1F fibroblasts, Alexa488-fibronectin deposition fluorescence, overnight; inhibition, % at 12.6 µM;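 active = mean inhibition across replicates of 30% or more, regardless of how many single replicates reach that level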;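 note: positive control wells lacked labelled fibronectin entirely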
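Material – AH1F fibroblast monolayer, labelled fibronectin deposition · Reagent – labelled fibronectin 24 nM · Timing – 1 h adhesion, overnight exposure · Measured by – fluorescence at 485 nm excitation, 525 nm emission · Read-out – inhibition of fibronectin deposition signal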
PGC1a acetyl inh: lowers PGC1a acetylation signal in U2OS cells | AlphaScreen anti-acetyl-lysine; with virally co-expressed GCN5 acetyltransferase | actives 0.17% (n = 350,000) | inhibition, % at 15.6 µM | AID 651687;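 active = every replicate shows inhibition of at least 40%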;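 note: 0% = neutral control wells and 100% = positive control wells; some results beyond the cut were filed as inactive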
The depositor's hits bear a star; / = not tested or not shown; & = joins results of further samples; [ ] = remark or other dose.

Order of values – LGR2 inh	Cneo AK release	miR-122 sensor	Casp6 inh	PAX8 reporter	EWS-Fli inh	FN deposition inh	PGC1a acetyl inh
CC(C)CN1CCN(Cc2cccn2-c2ccccn2)CC1CCO (stereo unspecified)
→ 31	-1	0	-5	-2	-6	-3	8
C[C@H]1CCC[C@@]2(O[C@@H](CCO)C[C@H](O)[C@H]2O)O1
→ -6	-1	/	1	1	0	2	/
Cc1cc(O)ccc1Nc1cc(-c2cccc(N)c2)ncn1
→ -5	-1	0	2	-12	-20	5	6
Cn1nnc(NC(=S)NC(=O)c2ccccc2)n1
→ -13	/	/	-3	-7	2	6	/
C[C@@H]1CN([C@H](C)CO)C(=O)c2cc(NC(=O)CCCN(C)C)ccc2O[C@@H](C)CCCCO[C@@H]1CN(C)Cc1ccc2c(c1)OCO2
→ 17	-1	4[16.7 µM]	0	-17	-20	/	4
Cc1cccc(NC(=O)CSCC(=O)Nc2ccc(N3CCOCC3)cc2N2CCOCC2)c1
→ 9	1	1	1	3	-6	-5	/
COc1ccc(C(=O)C2CCCN(C(=O)c3cc4nc(C)cc(C)n4n3)C2)cc1F (stereo unspecified)
→ -10	-5	1	-1	15	-15	/	7
CC(C)c1ccc(OCC(=O)Nc2cccc3c2CCCC3)cc1
→ 35	1	-9	/	/	/	/	-7
CCOC(=O)C1C(=O)OC(C)(C)C1C(C)C(=O)c1ccc(C)cc1 (stereo unspecified)
→ /	-4	-4	/	/	/	0	-3
O=C(Nc1cccc2ccccc12)NC1Cc2ccccc2C1
→ -22	1	6	7	-12	-4	1	21
CCc1ccc(Nc2cc(C)nc3nc(C)nn23)cc1
→ 20	3	-2	1	1	-3	4	/
COc1ccccc1NS(=O)(=O)c1ccc(C)c(NC(=O)c2c(C)noc2C)c1
→ -3	0	-4	1	-12	-1	-17	-4
COc1ccc(N(C)S(=O)(=O)c2cccc(C(=O)Nc3cc(OC)ccc3OC)c2)cc1
→ 32	/	/	1	18	14	11	-22
CCOC(=O)C1CCCCN1C(=O)/C(=C/c1ccc(OC)cc1)c1ccc(OC)c(OC)c1 (stereo unspecified)
→ 13	2	/	6	7	3	-9	/
COc1ccc(CNC(=O)Cc2ccc(OC)c(S(=O)(=O)N3CCOCC3)c2)cc1
→ /	-2	-3	/	8	/	5	-10
COc1ccc(NC(=O)c2cc(-c3cc(F)ccc3OC(C)C)n[nH]2)c(OC)c1
→ 11	0	-2	5	5	5	-5	-22
CCOC(=O)N(C)C[C@H]1OCc2cn(nn2)CCCC(=O)N([C@H](C)CO)C[C@@H]1C
→ 18&13	-1&-1	1	3&1	-27&-6	0&0	-3&11	-7&1
CC(C)NC(=O)Nc1ccc2c(c1)C(=O)N([C@H](C)CO)C[C@H](C)[C@@H](CN(C)C(=O)Nc1cccc3ccccc13)O2
→ -17	-9	-2[16.7 µM]	5	-2	/	/	3
Cc1ccc(CS(=O)Cc2ccc(C(=O)NC3CCCCC3)o2)cc1 (stereo unspecified)
→ 8	1	7	1	19	/	2	-10
CCOc1ccc2nc(NC(=O)C3CCN(S(=O)(=O)c4cnc[nH]4)CC3)sc2c1
→ 10	-1	-2	-1	11	-2	6	1
O=C(COc1ccccc1[N+](=O)[O-])N1CCC(Cc2ccccc2)CC1
→ 26	/	/	-2	8	-5	-13	-2
C[C@H](CO)N1C[C@H](C)[C@H](CN(C)Cc2ccc(Cl)c(Cl)c2)Oc2ccc(NC(=O)Cc3cn(C)c4ccccc34)cc2CC1=O
→ -7	38	38[16.7 µM]	-1	/	0	/	-9
O=[N+]([O-])c1cccc(C=NN2CCCCCC2)c1
→ -78	/	-7	-2	-184	-91	-1	9
CCC(C(=O)OCC(=O)Nc1ccc(SC(F)F)cc1)c1ccccc1 (stereo unspecified)
→ -10	-2	-10	1	-2	2	-8	/
Nc1nc(-c2ccccc2)ns1
→ -5	/	/	-1	-16	-27	-13	/
COc1cc(C2C3C(C)N(C)C(=O)N(C)C3N(C)C(=O)N2C)ccc1O (stereo unspecified)
→ 6	1	-4	/	/	/	/	4
CCOC(=O)N1CCN(C(=O)c2ccc(CS(=O)(=O)c3c(Cl)cccc3Cl)o2)CC1
→ 0	-2	-2	1	5	1	0	-2
C[C@H]1CN([C@@H](C)CO)C(=O)c2cc(NC(=O)NC3CCCCC3)ccc2O[C@H]1CN(C)CC1CCCCC1
→ 5	4	-7[16.7 µM]	0	-3	1	/	3
COc1ccc(/C=C(/NC(=O)c2ccccc2Cl)C(=O)O)cc1
→ 5	/	/	0	-16	6	7	/
O=C(Cn1nc2n(c1=O)-c1ccccc1SC2)N/N=C/c1ccncc1
→ -10	/	/	-5	9	2	10	/
O=C(CSCc1ccco1)NC1CCCC1
→ -22	/	/	5	6	-14	5	/
O=C(NCCc1c[nH]c2ccccc12)/C(=C\c1cccnc1)NC(=O)c1ccccc1Br
→ 3	-1	/	2	15	-3	4	-5
O=C(Cn1cncn1)NCCCc1ccccc1
→ 1	/	-1	75*	15	2	-4	-7
Cc1ccc(NC(=O)C2CCN(S(=O)(=O)c3ccc4c(c3)oc(=O)n4C)CC2)cc1
→ 8	1	-4	1	0	2	-2	3
CN(c1ccccc1)c1ncnc2c1ncn2C
→ -12	-1	-2	-4	-2	1	-5	-2
O=C(NC1CCCC1)N1CC(=O)N2[C@H](CO)[C@H](c3ccc(-c4cccc(F)c4)cc3)[C@@H]2C1
→ 11	/	/	0	7	6	3	-3
CC(C)NC(=O)N1CC(=O)N2[C@H](C1)[C@H](c1ccc(/C=C/c3ccccc3)cc1)[C@@H]2CO
→ -1	/	/	2	15	-8	-9	-5
CC(=O)Nc1cccc(-c2cnc(NC(C)=O)cn2)c1
→ -7	3	6	-1	/	-20	6	21
CC(=O)CCC(=O)c1ccc2ccccc2c1
→ -11	2	1	2	-86	-30	-1	-6
O=C(CSc1ccc(-c2ccco2)nn1)NC1CCCC1
→ 6	/	/	8	3	-14	3	-8

Casp6 inh: what is marked active above
Structure	LGR2 inh	miR-122 sensor	Casp6 inh	PGC1a acetyl inh
O=C(Cn1cncn1)NCCCc1ccccc1	1	-1	75*	-7

Continuation.
Order of values – LGR2 inh	Cneo AK release	miR-122 sensor	Casp6 inh	PAX8 reporter	EWS-Fli inh	FN deposition inh	PGC1a acetyl inh
Cn1c(=O)c(/C(N)=N/OC(=O)c2ccccc2)cn(-c2ccccc2)c1=O
→ /	/	/	-2	2	2	-13	0
Cc1cc(NC(=O)CSc2nnc(-c3c[nH]c4ccccc34)n2-c2ccc(F)cc2)no1
→ 2	0	4	-3	33	0	4	-43
CC(Oc1ccc(C(=O)c2ccccc2)cc1)C(=O)N1CCOCC1 (stereo unspecified)
→ 13	1	8	1	-3	-7	4	/
CCOc1cccc(N(C(=O)CNC(=O)c2ccco2)C(C(=O)NCC2CCCO2)c2ccccc2)c1 (stereo unspecified)
→ -1	-1	/	-1	9	-1	6	/
CN1C(=O)c2cc(NC(=O)c3cccs3)ccc2OC[C@@H]2O[C@@H](CC(=O)N3CCOCC3)CC[C@H]21
→ 1	0	0[16.7 µM]	1	-9	-2	-19	2
Cn1c(SCC(=O)N2CCCC2)nc2cccnc21
→ -11	2	-3	6	-9	-2	5	18
CCCc1n(CC)c2ccccc2[n+]1CC(O)COC1CCCCC1 (stereo unspecified)
→ -4	5	-4	-7	4	-1	/	-1
CC1=CC(=O)C(Sc2ccc(C)cc2)=CC1=O
→ /	-2	10	16	32	21	22	-6
COc1ccc2c(c1)C(C)=CC(C)(C)N2S(=O)(=O)c1ccc(Br)cc1
→ -22	/	114*	1	88*	50	-18	-83
O=C(Cc1csc(-c2ccccc2)n1)NCc1ccc(F)cc1
→ -6	0	-5	/	2	3	-1	/
Cc1c(Cl)cccc1NC(=O)CCN1CCC(C(N)=O)CC1
→ /	10	-4	0	3	-3	7	-1
CCOC(=O)C1(C)CCN1C(=O)c1cc(OC)ccc1Br (stereo unspecified)
→ -10	-2	-5	0	-7	-2	5	2
CCOC(=O)/C(=N\Nc1cc(Cl)ccc1Cl)N1CCN(C)CC1
→ 6	7	-5	/	4	/	2	-14
Clc1ccccc1-c1ncnc2ccc(Br)cc12
→ 12	/	-5	-3	4	-3	6	0
CC(C)(C)[S@](=O)N1Cc2cc(C(=O)N3CCOCC3)nc(-c3cccc(C4=CCCC4)c3)c2[C@@H]1CCO
→ /	/	/	0	-13	-15	-2	-5
Cn1cccc1C1CCCN1CC(=O)Nc1ccc(F)c(F)c1F (stereo unspecified)
→ 9	0	/	0	-3	4	-25	/
Nc1nc(SCc2ccc(Cl)cc2Cl)ns1
→ /	3	2	/	-61	/	5	/
CNCc1cc(C)n(-c2cc(S(=O)(=O)N3CCOCC3)ccc2N2CCCC2)c1C
→ 7	0	-8	-20	-138	4	/	0
CC(O)CNc1nc2c(c(=O)n(Cc3cccc(Cl)c3)c(=O)n2C)n1C (stereo unspecified)
→ 1	-5	-7	2	22	3	-7	9
CC1CC(C)CN(C(=O)COC(=O)CNS(=O)(=O)/C=C/c2ccccc2)C1 (stereo unspecified)
→ /	2	4	/	7	/	-2	14

Individual results from above:
PGC1a acetyl inh, `CC1=CC(=O)C(Sc2ccc(C)cc2)=CC1=O` stands at -6
Cneo AK release, `CC(Oc1ccc(C(=O)c2ccccc2)cc1)C(=O)N1CCOCC1` (stereo unspecified) stands at 1
EWS-Fli inh, `O=C(Cc1csc(-c2ccccc2)n1)NCc1ccc(F)cc1` stands at 3
Cneo AK release, `Cn1c(SCC(=O)N2CCCC2)nc2cccnc21` stands at 2
Casp6 inh, `CC(O)CNc1nc2c(c(=O)n(Cc3cccc(Cl)c3)c(=O)n2C)n1C` (stereo unspecified) stands at 2

New compounds follow
Order of values – LGR2 inh	Cneo AK release	miR-122 sensor	Casp6 inh	PAX8 reporter	EWS-Fli inh	FN deposition inh	PGC1a acetyl inh
CNC(=O)N(C1=NCCCCC1)c1ccc(Br)cc1
→ 29	-2	2	/	-5	/	3	-3
COc1ccc(CNC(=O)CSc2nnc(NC(=O)C3CC3)s2)cc1
→ -4	9	/	-4	2	3	-1	/
C[C@H]1CN([C@@H](C)CO)C(=O)Cc2cc(NC(=O)Cc3cn(C)c4ccccc34)ccc2O[C@H]1CN(C)CC1CC1
→ -11	0	-1[16.7 µM]	/	/	-6	/	1
CC(=O)Nc1ccc(NCc2ccc(C)s2)cc1
→ -11	0	-5	5	-27	-2	1	-4
Cc1cn2c(nc1=O)OC1CC2OC1CO (stereo unspecified)
→ 0	-6	-1	-3	-8	-3	-16	-15
Nc1cc(N2CCCC2)ccc1[N+](=O)[O-]
→ -27	/	/	6	-6	-9	-13	2
Cc1ccc(NC(=O)Nc2ccc3c(c2)N(C)C(=O)CS3)cc1C
→ 1	-3	3	-3	21	-10	0	-3
NC(=O)c1cc(NC(=O)c2ccc(NS(=O)(=O)c3cccs3)cc2)cc(C(N)=O)c1
→ 1	-3	4	-1	0	3	12	3
O=C(CNCCc1ccccc1)Nc1ccc(C(=O)N2CCCCC2)cc1
→ -3	-1	-4	/	8	5	2	1
Cc1cc(C(=O)NC(C)C2CCCO2)cs1 (stereo unspecified)
→ -5	0	-13	1	/	3	/	4
Cc1c(NC(=O)COC(=O)c2ccc(F)c(S(=O)(=O)N3CCOCC3)c2)c(=O)n(-c2ccccc2)n1C
→ -2	/	/	-2	-12	-9	/	3
CCCCOc1ccc(N(CC(=O)NCC2CCCO2)C(=O)CCC(=O)Nc2nccs2)cc1 (stereo unspecified)
→ /	/	5	2	10	-2	0	5
C[C@H](CO)N1C[C@H](C)[C@@H](CN(C)C(=O)NC2CCCCC2)Oc2ccc(NC(=O)Cc3ccccc3)cc2CC1=O
→ -4	2	-6[16.7 µM]	1	-6	6	/	-1
